CHO-K1 Ca ag = M1 agonist counterscreen hit in parental CHO-K1 cells. Fluo-8 calcium fluorescence; scaled to maximal ATP response, vehicle zero. activation, % at 3 µM. actives 0.48% (n = 360,000); in the data active means activation above about 15%;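 further: untransfected CHO-K1 host cells lacking M1 receptor as counterscreen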
CHO-K1 Ca PAM = M1 PAM counterscreen hit in parental CHO-K1 cells; ATP EC20, Fluo-8 calcium fluorescence; 0% at ATP EC20, 100% at ATP max; activation, % at 3 µM; actives 0.02% (n = 360,000); AID 602247;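 active means activation above the run cutoff, the mean activation of all test compounds plus 3 SD, cut at about 40% in these data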;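 further: peak over basal fluorescence ratio in a 140 s read after ATP addition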
CHRM4 PAM = CHRM4 positive allosteric modulation; P08173; CHO-K1 hM4/Gqi5, Fluo-8 calcium fluorescence, ACh EC20; 0% = ACh EC20, 100% = maximal ACh; activation, % at 3 µM; actives 0.4% (n = 360,000); AID 624126;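 active means activation above its plate's cutoff, the mean activation of sample wells plus 3 SD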; further: some results filed as inactive read as strong as hits
Target sequence (P08173 whole entry, looked up): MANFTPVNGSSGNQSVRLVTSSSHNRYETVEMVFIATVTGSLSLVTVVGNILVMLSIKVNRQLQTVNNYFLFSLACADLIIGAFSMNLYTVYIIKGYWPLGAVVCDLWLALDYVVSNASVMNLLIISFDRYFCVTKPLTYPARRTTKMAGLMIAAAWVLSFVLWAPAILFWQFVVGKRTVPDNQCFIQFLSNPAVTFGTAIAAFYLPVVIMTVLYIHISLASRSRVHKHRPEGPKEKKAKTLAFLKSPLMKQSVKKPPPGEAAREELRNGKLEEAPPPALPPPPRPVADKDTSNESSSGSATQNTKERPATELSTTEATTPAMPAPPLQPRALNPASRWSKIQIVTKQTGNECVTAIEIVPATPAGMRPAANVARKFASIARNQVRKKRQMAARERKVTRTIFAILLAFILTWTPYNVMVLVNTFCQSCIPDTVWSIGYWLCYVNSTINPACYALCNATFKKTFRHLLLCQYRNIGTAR
M5 PAM = CHRM5 positive allosteric modulation | CHO-K1 hM5, Fluo-8 calcium, ACh EC20 PAM; 0% = ACh EC20, 100% = ACh EC100 | activation, % at 3 µM | actives 0.3% (n = 360,000) | AID 624038;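 active means activation above the run cutoff, the mean activation of all test compounds plus 3 SD, cut at about 18% in these data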
Target sequence (P08912 whole entry, looked up): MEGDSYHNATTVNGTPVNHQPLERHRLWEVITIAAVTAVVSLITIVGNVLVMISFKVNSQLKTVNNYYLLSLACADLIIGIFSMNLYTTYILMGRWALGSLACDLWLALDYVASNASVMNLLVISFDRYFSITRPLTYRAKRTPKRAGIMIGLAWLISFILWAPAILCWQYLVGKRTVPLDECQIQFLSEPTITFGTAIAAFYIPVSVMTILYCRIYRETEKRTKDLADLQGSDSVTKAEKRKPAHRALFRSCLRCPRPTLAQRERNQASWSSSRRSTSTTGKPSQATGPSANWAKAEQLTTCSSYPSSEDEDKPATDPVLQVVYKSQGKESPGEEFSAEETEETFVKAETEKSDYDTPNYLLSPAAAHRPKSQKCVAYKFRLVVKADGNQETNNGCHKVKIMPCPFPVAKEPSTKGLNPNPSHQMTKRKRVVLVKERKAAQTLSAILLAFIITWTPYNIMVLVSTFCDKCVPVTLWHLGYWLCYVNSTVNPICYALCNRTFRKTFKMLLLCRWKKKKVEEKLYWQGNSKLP
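System: CHO-K1 cell line with stable human muscarinic M5 receptor expression | Also added: EC20 acetylcholine as agonist stimulus | Compound: One concentration, 3 µM final (nominal) | Timing: Fluo-8 loading 80 min at 37 °C plus 30 min room temperature | Measured by: Fluo-8 calcium dye fluorescence, kinetic read | Read-out basis: % activation, ACh-normalized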
CHO-K1 Ca antag = nonselective inhibitor or artifact in parental CHO-K1 cells; ATP-induced calcium, Fluo-8 fluorescence; inhibition, % at 3 µM; actives 0.6% (n = 360,000); AID 602250;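 active means inhibition above a per-plate cutoff, the plate's mean sample inhibition plus 3 SD, cut at about 24% in these data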;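 further: 0% = DMSO plus EC80 ATP and 100% = DMSO alone without ATP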
M5 ag = agonists of human muscarinic M5 receptor (CHRM5) | CHO-K1 hM5 cells, Fluo-8 calcium fluorescence; 0% DMSO wells, 100% maximal acetylcholine response | AID 624037 | P08912 | activation, % at 3 µM | actives 0.19% (n = 360,000);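 active means activation above the run's mean over test compounds plus 3 SD, cut at about 23% in these data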;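 further: signal is peak over basal fluorescence ratio across the kinetic read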
CHRM4 antagonist = antagonists of human muscarinic M4 receptor (CHRM4); P08173; CHO-hM4 cells, ACh EC80, Fluo-8 calcium fluorescence; inhibition, % at 3 µM; actives 0.73% (n = 360,000); AID 624125;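 active means inhibition above its plate's cutoff, the mean inhibition of sample wells plus 3 SD, cut at about 27% in these data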;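 further: 0% = acetylcholine EC80 with DMSO and 100% = DMSO without agonist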
CHRM4 agonist = CHRM4 agonism in calcium assay. P08173. CHO-K1 hM4/Gqi5, Fluo-8 calcium fluorescence; vehicle 0%, full acetylcholine response 100%. activation, % at 3 µM. actives 0.14% (n = 360,000). AID 624127;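 active means activation above the run mean over all test wells plus 3 SD, cut at about 32% in these data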;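 further: peak over basal fluorescence ratio per well then scaled between controls; 0% = DMSO wells and 100% = acetylcholine at EC100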
M5 antag = blocks acetylcholine activation of human M5 receptor. inhibition, % at 3 µM. P08912. CHO-hM5 cells, Fluo-8 calcium fluorescence, ACh EC80. actives 0.59% (n = 360,000);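 active means inhibition above a per-plate cutoff, the mean of that plate's test compounds plus 3 SD, cut at about 27% in these data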;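 further: 0% = acetylcholine EC80 with DMSO and 100% = DMSO without agonist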
* = called active by the depositor. An unsorted share of the library; overall some 2.7% were active at least once.

SMILES	CHO-K1 Ca ag	CHO-K1 Ca PAM	CHRM4 PAM	M5 PAM	CHO-K1 Ca antag	M5 ag	CHRM4 antagonist	CHRM4 agonist	M5 antag
O=C(CCc1ccccc1)NNC(=O)C1CCCCC1	1.1	17	-3	-6	-9	0	11	1	-3
CC1COc2ccccc2N1S(=O)(=O)c1cc(Cl)ccc1Cl (centres undefined)	-0.4	9	-6	-2	-20	-9	-10	-1	-4
O=C(Nc1ccccc1)c1ccc2ccccc2n1	-0.1	-3	-1	-3	-8	0	1	-1	10
COc1ccc(S(=O)(=O)N2CCCCC2)cc1NC(=O)Cc1c[nH]c2ccccc12	2.8	11	-1	-8	-1	-2	-3	4	7
CCOC(=O)C(O)(CC(=O)Nc1ccc(Cl)cc1Cl)C(F)(F)F (centres undefined)	1.9	28	-4	3	-25	-2	0	1	-1
Fc1ccc(-c2n[nH]c(=S)c3ccccc23)cc1	0.0	6	-1	0	-10	0	-3	-1	8
CC(C)=C1SC(N2CCOCC2)=NC1=O	-0.2	0	-3	-1	-2	-3	10	0	7
CC(=O)c1c(C)[nH]c(C(=O)OC2CCCCC2=O)c1C (centres undefined)	0.0	15	0	-2	-3	-6	-4	1	-1
C=CCn1c(SCC(=O)NC2CCCCC2)nnc1C1CCCCC1	-0.1	11	7	4	-1	-3	-4	1	4
COc1ccc(-c2ccc(CCC(=O)O)n2NC(N)=O)cc1	1.6	27	-5	0	-15	0	7	0	11
CCOc1ccc(CCNC(=O)C(CC)n2nc(C)n3c(cc4sccc43)c2=O)cc1OCC (centres undefined)	-0.8	-8	0	-4	-8	-2	5	1	2
CNC(=O)COc1ncnc2sccc12	0.0	11	4	-2	-6	-1	-3	1	3
CCNc1sc(C(=O)c2cccs2)c(N)c1-c1nc2ccccc2s1	1.6	3	2	-2	5	2	38*	3	21
COc1ccc(-c2nn(-c3ccccc3)cc2C#N)cc1	-0.1	-8	4	-8	4	-7	3	0	-3
O=C(CSc1nnc(C2CC2)n1-c1ccccc1)NCc1ccco1	0.3	4	9	4	-6	-1	1	2	0
CC(C)Cc1cc(C(=O)Nc2cc(Br)ccc2O)no1	-0.2	-9	-14	-20	19	-2	-14	7	11
COc1cc(=O)[nH]c(SC(C)C(=O)Nc2cc(C)on2)n1 (centres undefined)	1.1	14	1	6	-16	2	6	0	4
NC(=O)CN1CCN(C2CC(=O)N(CCc3ccccc3)C2=O)CC1 (centres undefined)	0.3	7	1	4	3	0	-1	2	9
FC(F)(F)c1cc(Cl)c2nc(-c3ccccc3)cn2c1	-1.0	13	1	7	-15	-6	-21	0	-4
CCCN1CCC(=O)N([C@H](CSc2ccccc2)c2ccccc2)CC1	0.8	17	-9	0	-13	-10	18	4	-6
O=C(COC(=O)C1=COCCO1)Nc1ccc(Br)cc1Br	0.2	8	1	0	-7	-4	9	1	6
O=C(Nc1cccc(C(F)(F)F)c1)C1C2CC3OC(=O)C1C3C2 (centres undefined)	0.6	18	4	-6	1	-1	-13	3	3
COc1ccc(OC)c(-c2cc(C(=O)N3CCCc4ccccc43)no2)c1	0.4	17	5	-1	-10	-6	-7	-2	5
C[C@H](NC(=O)c1nc[nH]c1C(=O)NCc1ccc(CNC(=O)OC(C)(C)C)cc1)C(=O)OCc1ccccc1	12	-5	-13	-39	9	2	50*	24	29*

Quoted from the listing.
M5 antag, CCNc1sc(C(=O)c2cccs2)c(N)c1-c1nc2ccccc2s1 : 21
CHRM4 antagonist, C[C@H](NC(=O)c1nc[nH]c1C(=O)NCc1ccc(CNC(=O)OC(C)(C)C)cc1)C(=O)OCc1ccccc1 : 50*

The list continues.
SMILES	CHO-K1 Ca ag	CHO-K1 Ca PAM	CHRM4 PAM	M5 PAM	CHO-K1 Ca antag	M5 ag	CHRM4 antagonist	CHRM4 agonist	M5 antag
N#Cc1cc(C(=O)c2cc(Cl)ccc2O)cn(-c2ccccc2)c1=O	0.6	-7	5	-1	5	-1	-10	1	6
CS(=O)(=O)N1CCC(C(=O)N2CCN(C(c3ccccc3)c3ccccc3)CC2)CC1	0.1	-12	4	7	4	-4	1	0	4
Cn1nc(-c2ccc(Cl)cc2)c2cc(C(=O)NCC3CCCO3)sc21 (centres undefined)	0.6	0	-3	-8	-2	0	-15	1	-7
CC1(C)CC(=O)c2cnc(N3CCc4ccccc43)nc2C1	0.3	15	-3	1	-6	0	9	0	0
Clc1ccc(C(c2nnnn2C2CCCC2)N2CCN(c3nc4ccccc4s3)CC2)cc1 (centres undefined)	1.2	34	0	7	-24	-1	-3	0	-1
CC(C)N(Cc1nc(-c2ccccc2)no1)C(=O)Cc1ccccc1	3.6	26	6	-2	-5	-1	-17	3	5
COc1ccc(S(=O)(=O)Nc2ccc3c(c2)n(C)c(=O)n3C)cc1OC	1.0	-5	-5	4	9	-3	10	1	1
Cc1cc(Cl)c(OCCCCN2CCOCC2)c(Br)c1	1.4	18	-7	-2	-11	-5	1	1	-1
O=c1c2ccccc2nc(COc2ccccc2)n1/N=C/c1ccco1	1.2	7	-5	-4	0	1	1	1	-3
CN1CCN(c2cc(N3CCc4ccccc4C3)c(F)cc2[N+](=O)[O-])CC1	3.7	24	-1	-12	-7	-4	0	10	10
CCNC(=S)N1CCn2c(nc3ccccc32)C1	1.0	18	-5	-5	-11	0	-1	3	9
CC1(C(=O)NS(=O)(=O)c2cccc(C#N)c2)CCN1C(=O)c1ccc(C2CCCCC2)cc1 (centres undefined)	0.2	-10	4	0	7	1	-4	0	0

6 of the entries above in order of the M5 antag value, low to high:
Structure | CHRM4 PAM | M5 ag | CHRM4 antagonist | CHRM4 agonist | M5 antag
O=c1c2ccccc2nc(COc2ccccc2)n1/N=C/c1ccco1 | -5 | 1 | 1 | 1 | -3
Clc1ccc(C(c2nnnn2C2CCCC2)N2CCN(c3nc4ccccc4s3)CC2)cc1 (centres undefined) | 0 | -1 | -3 | 0 | -1
CC1(C(=O)NS(=O)(=O)c2cccc(C#N)c2)CCN1C(=O)c1ccc(C2CCCCC2)cc1 (centres undefined) | 4 | 1 | -4 | 0 | 0
CC(C)N(Cc1nc(-c2ccccc2)no1)C(=O)Cc1ccccc1 | 6 | -1 | -17 | 3 | 5
N#Cc1cc(C(=O)c2cc(Cl)ccc2O)cn(-c2ccccc2)c1=O | 5 | -1 | -10 | 1 | 6
CN1CCN(c2cc(N3CCc4ccccc4C3)c(F)cc2[N+](=O)[O-])CC1 | -1 | -4 | 0 | 10 | 10

The list goes on:
SMILES	CHO-K1 Ca ag	CHO-K1 Ca PAM	CHRM4 PAM	M5 PAM	CHO-K1 Ca antag	M5 ag	CHRM4 antagonist	CHRM4 agonist	M5 antag
N#Cc1ccc(N2C(=O)[C@@H]3C(C(=O)c4cnccn4)=NN[C@@H]3C2=O)cc1	1.6	15	-1	2	-12	-2	-7	1	8
CCC(=O)Oc1ccc2c(=O)c(-c3ccc4ccccc4n3)c(CC)oc2c1C	1.5	8	-3	-1	-1	1	3	0	-3
COc1cc(NC(=S)N2CCCC(CO)C2)c(OC)cc1Cl (centres undefined)	1.1	14	2	1	-5	-3	-9	1	-5
COC(=O)CCNCCSc1nnc(-c2ccco2)n1Cc1ccccc1	-0.2	10	3	6	-10	-16	-2	0	-3
Cc1nnc(C)n1/N=C/c1c(O)ccc2ccccc12	1.9	10	1	-7	-1	-1	-10	3	7
O=C(c1cn[nH]c1)N1CCc2c([nH]c3ccccc23)C1c1c(F)cccc1Cl (centres undefined)	-0.5	8	13	-2	4	-2	-3	1	3
O=C(NNC(=O)c1cc(Cl)ccc1O)c1cccs1	2.6	4	12	-1	-14	0	-1	3	3
C[C@H](O)Cc1cn(-c2cc3cc(C#Cc4ccsc4)ccc3oc2=O)nn1	1.6	11	-7	0	-15	4	9	2	6
COc1ccc(NC(=O)C(CC(=O)O)Cc2ccccc2)cc1 (centres undefined)	0.0	-6	0	-1	5	0	12	0	2
Cc1ccccc1C(=O)c1cccn1CC(=O)NCCCN1CC(C)CC(C)C1 (centres undefined)	1.1	20	3	4	-9	-8	-6	0	1
COc1ccc(CCN2C(=O)C(Oc3ccccc3C)C2c2ccc3c(c2)OCO3)cc1 (centres undefined)	1.7	-4	-11	3	11	1	-1	5	13
O=C(CSc1ccccn1)N1CCCC(Nc2ccccc2)C1 (centres undefined)	1.0	-2	-1	1	-11	-10	3	1	-2

Part of the list above, reduced to M5 PAM and CHO-K1 Ca antag:
mol | M5 PAM | CHO-K1 Ca antag
C[C@H](O)Cc1cn(-c2cc3cc(C#Cc4ccsc4)ccc3oc2=O)nn1 | 0 | -15
COc1ccc(NC(=O)C(CC(=O)O)Cc2ccccc2)cc1 (centres undefined) | -1 | 5
O=C(CSc1ccccn1)N1CCCC(Nc2ccccc2)C1 (centres undefined) | 1 | -11

(cont.)
SMILES	CHO-K1 Ca ag	CHO-K1 Ca PAM	CHRM4 PAM	M5 PAM	CHO-K1 Ca antag	M5 ag	CHRM4 antagonist	CHRM4 agonist	M5 antag
COCCn1cnnc1SCC(=O)Nc1sc2c(c1C#N)CCC2	0.1	8	-2	-6	-13	4	-12	0	3
CCN(CC(=O)Nc1ccccc1C(F)(F)F)C(=O)c1ccc2[nH]c3c(c2c1)CC(C)CC3 (centres undefined)	2.0	8	-1	-6	-2	-5	-9	6	5
COc1ccc(CC(=O)O/N=C(\N)Cc2cccc3ccccc23)cc1OC	0.5	-10	-9	-7	7	-2	3	1	11
COc1cc(/C=C/C(=O)OCC(=O)NCC2CCCCC2)ccc1O	0.9	10	4	1	-13	-2	-2	2	1
Cc1cc([N+](=O)[O-])nn1CC(=O)N/N=C/c1ccccc1O	1.5	12	-9	1	3	1	0	0	2
COc1cccc(CNCCN2CCOCC2)c1OC	0.0	14	-1	-6	-2	-3	0	0	6
O=C(COc1ccc(Cl)cc1Cl)OCC(=O)c1ccc[nH]1	-0.5	10	5	6	-6	-1	-14	0	-8
COC1C(CO)OC(n2cnc3c(=S)nc(N)[nH]c32)C1O (centres undefined)	1.8	15	-1	-9	-16	-4	-2	0	13
CCCC1CCc2c(c3ccccc3[nH]c2=O)O1 (centres undefined)	0.1	7	-6	0	-7	1	11	-2	0
Cc1cccc(NC(=S)N(Cc2cccc(Br)c2)CC2CCC(C(=O)O)CC2)c1 (centres undefined)	0.7	24	4	4	-15	4	-11	1	6
CCc1nnc(NC(=O)Cc2ccc(OC)c(S(=O)(=O)N3CCOCC3)c2)s1	-0.1	9	14	-1	-3	1	-7	-1	7

Bioassay records: PubChem, The Scripps Research Institute Molecular Screening Center
